High-throughput results from PubChem BioAssay.
Pf apPOL inh: Pf-apPOL DNA polymerase inhibition; Recombinant Pf-apPOL, molecular beacon fluorescence, 1.5 h; inhibition, % at 10 µM; 210,000 compounds, 0.25% hits
mHTT-CaM PPI inh: disrupts binding of mutant huntingtin to calmodulin; P42858; AlphaScreen His-mHTT/GST-CaM binding, luminescence; inhibition, % at 15 µM; 190,000 compounds, 3.6% hits; AID 1671202;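 also: 0% = both proteins with DMSO and 100% = one protein alone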
Target sequence (P42858 whole entry, looked up, stated change not applied): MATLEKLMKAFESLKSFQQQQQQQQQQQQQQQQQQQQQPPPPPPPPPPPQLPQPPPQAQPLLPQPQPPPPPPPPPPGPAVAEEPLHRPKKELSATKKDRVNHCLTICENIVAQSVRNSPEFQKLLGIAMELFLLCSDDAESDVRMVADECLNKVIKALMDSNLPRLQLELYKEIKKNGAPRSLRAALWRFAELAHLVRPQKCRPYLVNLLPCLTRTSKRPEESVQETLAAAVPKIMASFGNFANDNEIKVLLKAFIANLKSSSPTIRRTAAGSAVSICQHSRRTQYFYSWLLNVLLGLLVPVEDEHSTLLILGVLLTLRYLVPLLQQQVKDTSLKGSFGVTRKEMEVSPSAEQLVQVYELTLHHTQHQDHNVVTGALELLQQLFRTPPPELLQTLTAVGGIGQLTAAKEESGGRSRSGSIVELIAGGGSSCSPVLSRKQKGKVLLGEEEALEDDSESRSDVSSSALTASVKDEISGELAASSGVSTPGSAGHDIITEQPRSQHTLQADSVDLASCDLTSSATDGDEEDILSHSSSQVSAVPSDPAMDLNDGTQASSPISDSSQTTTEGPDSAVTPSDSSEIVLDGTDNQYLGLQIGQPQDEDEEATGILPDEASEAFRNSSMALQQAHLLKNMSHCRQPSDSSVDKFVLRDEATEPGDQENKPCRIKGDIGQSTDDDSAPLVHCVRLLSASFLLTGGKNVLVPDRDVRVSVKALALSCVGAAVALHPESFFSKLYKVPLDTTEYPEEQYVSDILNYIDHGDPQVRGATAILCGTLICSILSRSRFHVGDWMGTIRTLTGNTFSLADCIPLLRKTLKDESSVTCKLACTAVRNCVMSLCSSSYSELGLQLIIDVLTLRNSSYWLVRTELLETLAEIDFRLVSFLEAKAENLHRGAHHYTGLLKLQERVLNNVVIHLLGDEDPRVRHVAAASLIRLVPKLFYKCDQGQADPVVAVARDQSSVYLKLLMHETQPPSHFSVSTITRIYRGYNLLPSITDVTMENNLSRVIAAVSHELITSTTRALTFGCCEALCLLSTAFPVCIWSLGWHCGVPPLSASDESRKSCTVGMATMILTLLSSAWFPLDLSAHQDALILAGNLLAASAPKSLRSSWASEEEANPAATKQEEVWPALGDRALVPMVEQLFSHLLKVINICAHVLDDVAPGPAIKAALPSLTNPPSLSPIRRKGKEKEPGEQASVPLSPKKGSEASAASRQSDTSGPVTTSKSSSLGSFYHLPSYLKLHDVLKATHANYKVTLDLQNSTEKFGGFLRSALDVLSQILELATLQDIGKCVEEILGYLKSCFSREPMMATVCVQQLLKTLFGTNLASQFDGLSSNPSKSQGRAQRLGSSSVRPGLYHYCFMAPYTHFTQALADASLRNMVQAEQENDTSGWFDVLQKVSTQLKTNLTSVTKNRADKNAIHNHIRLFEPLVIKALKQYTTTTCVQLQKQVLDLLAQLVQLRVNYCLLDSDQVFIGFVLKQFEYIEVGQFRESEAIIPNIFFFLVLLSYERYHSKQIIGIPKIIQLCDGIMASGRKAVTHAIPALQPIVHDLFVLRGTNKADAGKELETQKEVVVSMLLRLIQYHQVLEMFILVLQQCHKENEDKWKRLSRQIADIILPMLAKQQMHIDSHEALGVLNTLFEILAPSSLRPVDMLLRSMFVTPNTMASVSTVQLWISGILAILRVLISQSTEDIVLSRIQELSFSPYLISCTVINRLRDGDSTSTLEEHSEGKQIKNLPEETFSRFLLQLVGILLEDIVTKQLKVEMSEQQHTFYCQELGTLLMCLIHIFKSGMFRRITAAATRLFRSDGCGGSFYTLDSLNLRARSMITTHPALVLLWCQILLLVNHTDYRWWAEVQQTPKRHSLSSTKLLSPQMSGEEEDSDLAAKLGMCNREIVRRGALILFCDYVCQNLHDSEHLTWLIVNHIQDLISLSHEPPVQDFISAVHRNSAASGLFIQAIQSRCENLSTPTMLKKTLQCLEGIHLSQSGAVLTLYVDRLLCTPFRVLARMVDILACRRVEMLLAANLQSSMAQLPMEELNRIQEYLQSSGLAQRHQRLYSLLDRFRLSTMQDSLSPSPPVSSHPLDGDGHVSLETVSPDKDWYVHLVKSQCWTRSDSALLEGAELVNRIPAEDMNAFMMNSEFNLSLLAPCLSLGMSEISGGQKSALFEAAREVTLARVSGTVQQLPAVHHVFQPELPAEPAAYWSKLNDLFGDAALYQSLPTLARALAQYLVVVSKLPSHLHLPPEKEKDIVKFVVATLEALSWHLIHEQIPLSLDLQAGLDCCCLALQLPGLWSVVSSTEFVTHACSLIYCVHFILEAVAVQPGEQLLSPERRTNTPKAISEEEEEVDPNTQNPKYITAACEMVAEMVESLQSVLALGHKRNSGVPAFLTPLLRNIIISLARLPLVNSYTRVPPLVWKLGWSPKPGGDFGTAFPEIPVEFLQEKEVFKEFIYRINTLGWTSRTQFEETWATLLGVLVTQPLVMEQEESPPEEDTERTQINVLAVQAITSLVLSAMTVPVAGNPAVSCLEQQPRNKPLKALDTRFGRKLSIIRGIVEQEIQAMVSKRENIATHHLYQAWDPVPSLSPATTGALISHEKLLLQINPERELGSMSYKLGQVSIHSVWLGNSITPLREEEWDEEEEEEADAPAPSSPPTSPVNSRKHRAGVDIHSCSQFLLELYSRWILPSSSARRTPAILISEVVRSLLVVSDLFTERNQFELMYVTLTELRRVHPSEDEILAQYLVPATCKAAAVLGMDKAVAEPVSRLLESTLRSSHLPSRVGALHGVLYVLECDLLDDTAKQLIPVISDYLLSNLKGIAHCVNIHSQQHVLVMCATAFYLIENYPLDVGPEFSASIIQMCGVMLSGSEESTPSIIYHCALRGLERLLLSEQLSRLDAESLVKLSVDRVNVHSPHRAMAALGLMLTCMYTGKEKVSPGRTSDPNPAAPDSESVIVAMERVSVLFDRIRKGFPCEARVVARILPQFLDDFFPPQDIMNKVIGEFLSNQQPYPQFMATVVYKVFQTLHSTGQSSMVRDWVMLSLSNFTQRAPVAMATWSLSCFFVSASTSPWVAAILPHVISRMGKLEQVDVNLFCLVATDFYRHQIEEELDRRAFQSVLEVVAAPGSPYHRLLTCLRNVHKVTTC
The depositor's hits bear a star; . = no result given; & = joins results of further samples. Rule as the data show it: active = inhibition above about 50%; inactive = the rest. This is a random part of the collection; 3.5% or so of the library scored in one or more.

molecule	Pf apPOL inh	mHTT-CaM PPI inh
CC(C)CCNC(=O)c1c[nH]c2ccc(S(=O)(=O)N3CC(C)CC(C)C3)cc2c1=O (stereo not given)	5	0
Cc1nc(C(F)(F)F)ccc1-c1nnc(SCC(=O)c2cccs2)o1	-7	.
CCCc1nc(C)c2c(n1)N(Cc1ccccc1)C(=O)CC2	14	8
CCOc1cccc2cc(C(=O)NC(C)=O)c(=Nc3ccccc3OC)oc12	-2	2
Cn1c2c(c(=O)n(C)c1=O)C(c1ccc(F)cc1)C(C#N)=C(N)O2 (stereo not given)	-5	-1
Cc1ccc2c(c1)NC(=O)c1cc(NC(=O)Cc3ccc(F)cc3)ccc1O2	-14	-8
Cc1cccc(-c2nnc(CC(=O)NC3CCCC3)o2)c1	-3	-6
Cc1nnc2c(NC(=O)COc3ccc(F)cc3)cccn12	-2	-4
O=C(Nc1nccs1)c1ccc(Cl)c(S(=O)(=O)N2CCOCC2)c1	-1	-4
CNC(=O)NNC(=O)c1onc(-c2c(Cl)cccc2Cl)c1C(=O)OC	-11	.
Cc1ccc(O)c(NC(=O)CCCn2cnc([N+](=O)[O-])n2)c1	-5	3
Cc1ccc(-c2nc(C=Nc3ccccc3Br)c(O)o2)cc1	11	18
Cc1ccc(Cl)cc1NC(=O)COc1ccccc1	-6	-14
CN(C1CCCCC1)S(=O)(=O)c1ccc(F)c(C(=O)Nc2cccc(F)c2)c1	-5	-4
CC1=NN(C(=O)c2ccccc2Br)C(O)(c2ccccc2)C1 (stereo not given)	-3	1
CCOc1ccccc1N1CCN(C(=O)CC(C)(C)C)C(C)C1=O (stereo not given)	1	2
CC(C)N1CCN(C(=O)C2CCN(c3cn[nH]c(=O)c3)CC2)CC1	-5	-2
O=C1c2cccc3cc([N+](=O)[O-])cc(c23)C(=O)N1CC1CCCO1 (stereo not given)	-1	.
CCOC(=O)C1=C(N)n2c(sc(=Cc3ccccc3)c2=O)=C(C(=O)OCC)C1c1ccccc1 (stereo not given)	3	.
Cc1cc(I)ccc1N=Cc1nc(-c2ccc(Cl)cc2)oc1O	1	5
CC1=NN(c2ccc(Cl)c(C(=O)O)c2)C(=O)/C1=C/c1ccccc1F	1	14
CC(=O)Nc1ccc(S[C@@H](CCN2CC[C@H](C(C)(C)C)CCC2=O)c2ccccc2)cc1	-1	61*
CC1CCCN(C(=O)C2c3ccccc3Oc3ccccc32)C1 (stereo not given)	-5	-7
O=C1S/C(=C\c2ccc([N+](=O)[O-])cc2)C(=O)N1Cc1ccccc1	4	16
Cc1c(C=C(C#N)C#N)c(C)c([N+](=O)[O-])c(C)c1[N+](=O)[O-]	-1	4
Cn1ncc([N+](=O)[O-])c1C(=O)Nc1ccc(Cl)cc1	0	0
COc1ccc(-c2nn(-c3ccccc3)cc2C(=O)Nc2ccc([N+](=O)[O-])cc2)cc1OC	-14	30
CSc1ccccc1NC(=O)c1ccc(N2CC3CC(C2)c2cccc(=O)n2C3)c([N+](=O)[O-])c1 (stereo not given)	-7	18
CCCc1cc([N+](=O)[O-])c(O)c2c(=O)cc(C(=O)OCC)oc12	-4	.
CCC1CCCCN1S(=O)(=O)c1cc(Br)ccc1Br (stereo not given)	-7	-68

Compound profiles, from the list above. Order of values: Pf apPOL inh, mHTT-CaM PPI inh
Shown for Cn1ncc([N+](=O)[O-])c1C(=O)Nc1ccc(Cl)cc1 → 0, 0
Shown for COc1ccc(-c2nn(-c3ccccc3)cc2C(=O)Nc2ccc([N+](=O)[O-])cc2)cc1OC → -14, 30

Grouped by structure: the entries above containing a cyano group.
molecule	Pf apPOL inh	mHTT-CaM PPI inh
Cn1c2c(c(=O)n(C)c1=O)C(c1ccc(F)cc1)C(C#N)=C(N)O2 (stereo not given)	-5	-1
Cc1c(C=C(C#N)C#N)c(C)c([N+](=O)[O-])c(C)c1[N+](=O)[O-]	-1	4

Continued:
molecule	Pf apPOL inh	mHTT-CaM PPI inh
O=C(Nc1cccc(C(F)(F)F)c1)c1cnc2n(c1=O)CCS2	-2	-2
Cc1ccc(C2Cn3nc(-c4nc(-c5ccccc5)no4)cc3CO2)cc1 (stereo not given)	-3	-2
CC(C)OC(=O)COc1ccc2c(c1)OC(=Cc1cccc(F)c1)C2=O	-3	3
CCCCNC(=O)C1CCCN(S(=O)(=O)N2CCCC2)C1 (stereo not given)	-16	-1
CCC(CO)NCC(O)Cn1c(C)c(C)c2ccccc21 (stereo not given)	11	7
CC(C)NC(=O)c1ccc(OCC2CCN(C(=O)c3ccc(F)cc3)CC2)cc1	-3	4
COc1ccc(CN(CCC(c2ccccc2OC)C2CCOC(C)(C)C2)C(C)=O)cc1 (stereo not given)	-3&1	22&18
c1ccc(OCCOc2ccccn2)nc1	-4	.
COc1ccc(C(=O)NCC2Cc3cc(F)cc(F)c3O2)cc1 (stereo not given)	-4	-8
CCN1CCN(c2ncc3c(n2)CCN(CCc2ccccc2)C3)CC1	-7	97*
CCN(CC)c1ncc2c(n1)CCC(C(=O)Nc1ccccc1Cl)C2 (stereo not given)	-2	-10
COc1ccc(C2N(C(=O)N3CCOCC3)CCN2S(=O)(=O)c2ccccc2)cc1 (stereo not given)	4	1
Cc1cc(C)c(CNC(=O)C2CCN(c3cncnc3N3CCOCC3)CC2)c(C)c1	-9	6
CC1CN(c2ccc([N+](=O)[O-])cc2)CCN1C(=O)c1ccc(Cl)cc1 (stereo not given)	15	26
O=S(=O)(c1cccs1)N1CCN(S(=O)(=O)c2cccs2)CC1	-8	4
CC(=O)N(C(C)=O)N(C)c1nc(-c2ccccc2)ns1	-5	.
COc1cc(OC)cc(C(=O)N=c2sc3cccc(OC)c3n2C)c1	-5	-6
COc1ccccc1-n1nc(C(=O)Nc2ccc3c(c2)OCCO3)c2ccccc2c1=O	0	-2
Cc1nc2c(C(=O)O)cnn2c(C)c1Cc1ccccc1Br	-12	-4
C#CCOc1c(I)cc(/C=C2\NC(=O)NC2=O)cc1OCC	-6	37
Cc1ccc2c(c1)C(c1ccccc1)CC(C)N2C(=O)CCCC(=O)O (stereo not given)	-7	6
COCCCNC(=O)N1CCCC1c1cc(C(C)C)no1 (stereo not given)	-5	-8
C=CCN(CC=C)Cc1c(C)[nH]c2ccc(Cl)cc2c1=O	-4	2
CS(=O)(=O)N1CCN(Cc2nnnn2-c2ccc(Cl)cc2)CC1	-3	-7
CC(C)CN1C(=O)CCc2cc(NC(=O)c3ccc4c(c3)OCO4)ccc21	-6	5
Cc1ccc(Cl)cc1NC(=O)c1c(-c2c(Cl)cccc2Cl)noc1C	-5	30
CN(CCc1ccccn1)Cc1ccccc1[N+](=O)[O-]	2	-3
O=C(c1cccc(Nc2ncc(-c3ccc(F)cc3)cn2)c1)N1CCCC1	-2	-3
O=[N+]([O-])c1cccc(N=C2c3ccccc3CN2c2cccc([N+](=O)[O-])c2)c1	3	.
CNC(=O)C[C@H]1C(=O)N(CCc2ccccc2)C[C@@H]1C	-5	-3
COC(=O)C(C)Oc1ccc2c(c1)OC(=Cc1cc(OC)c(OC)c(OC)c1)C2=O (stereo not given)	-10	9
CCc1noc(COC2CCCN(S(=O)(=O)c3cccnc3)C2)n1 (stereo not given)	6	-5
Cc1cccc(C(=O)N2CCC(C(=O)NCCc3csc(-c4cccs4)n3)CC2)c1	-3	0
CCC1CSC(Nc2ccc(OC)cc2)=N1 (stereo not given)	-6&2	.
COc1ccc(NC(=O)c2ccc(C(C)C)cc2)c([N+](=O)[O-])c1	-5	18
COc1ccc(C)cc1N1CCN(C(=O)c2cccc(Br)c2)C(C)C1=O (stereo not given)	-6	2
CCN(CC)CCSc1nc2ccc(OC)cc2[nH]1	5&-2	26&-2
COc1cccc(CNC(=O)C2(C)CCCN(C(=O)COc3ccc(F)cc3)C2)c1 (stereo not given)	4	11
O=C(NCCC1=CCCCC1)c1csc(-c2cccnc2)n1	-3	2
Cc1ccc(S(=O)(=O)Nc2ccc(Cl)cc2)cc1	-9	-20
CN1CCN(CCOc2ccc(C(C)(C)c3ccccc3)cc2)CC1	1	6
COc1cccc(CNC(=O)N2CC(C(=O)NC3CC3)C3(CCOCC3)C2)c1 (stereo not given)	1	-1
COc1ccc(OCCSc2nc(C)nc3ccccc23)cc1	-2	-11
COc1ccc(-n2nc(C(=O)NCC(=O)N3CCOCC3)c3ccccc3c2=O)cc1OC	-7	2
O=C(Nc1ccc(F)c(Cl)c1)c1ccccc1[N+](=O)[O-]	-2	-6
COc1cc(C)c(/C=C2/N=C(c3ccccc3)OC2=O)cc1C(C)C	-2	-3
O=C(c1ccc(-c2cccs2)nc1)N1CCCCCC1	3	-4
CCOc1nccnc1N1CCC(NC(=O)c2ccc(C#N)cc2)C1 (stereo not given)	-6	4
N#CCS(=O)(=O)Cc1cccs1	-3	.
Cc1ccc(CNC(=O)c2cncc(-c3cccc(C)c3)c2)cc1	-2	-10

(further entries)
molecule	Pf apPOL inh	mHTT-CaM PPI inh
CC(=O)Oc1ccc2c(c1)OC(=CC1=Cc3ccccc3OC1)C2=O	-2	20
CCc1ccc(S(=O)(=O)N2CCc3c(c(-c4nc(C)no4)nn3C)C2)cc1	-2	27
O=C(c1ccc(-c2cccc([N+](=O)[O-])c2)o1)N1CCOCC1	-6	18
O=C(NCc1cccc(CNC(=O)c2cccnc2)c1)c1cccnc1	-3	-3
OCCN1CCN(Cc2cccc(Oc3ccccc3)c2)CC1	-2	0
O=C(c1csc(COc2ccccc2F)n1)N1CCCCC1	-2	3
O=C1OC2(CCCCC2)OC(=O)C1=CNc1ccc2c(c1)OCO2	-6	1
O=C(Nc1cccc(NC(=O)c2ccccc2F)c1)c1ccccc1	-6	-5
O=S(=O)(c1ccc(Cl)s1)N1CCC2(CC1)NCCN=C2NC1CCCC1	0	1
O=C(NCCCN1CCCCC1)c1cccc(C2CCCN(C(=O)Nc3ccccc3)C2)c1 (stereo not given)	2	7
CCCCOc1ccc(C(=O)N(c2ccc(C)c(Cl)c2)C2C=CS(=O)(=O)C2)cc1 (stereo not given)	-2	64*
O=C1COc2ccccc2N1Cc1nc(-c2ccccc2)no1	2	-16
CC1CN=C2C=C(N3CCN(C(=O)Nc4ccc(F)cc4F)CC3)N=CN21 (stereo not given)	-1	2
CCCNc1cc(N2CCC(CCC(=O)Nc3cccc(OC)c3)CC2)ncn1	-3	13
O=C(O)c1cccc(N=Cc2nc(-c3ccc(Br)cc3)oc2O)c1	0	-3
CCOc1ccccc1NS(=O)(=O)c1cc(C)c(C)cc1C	1	-9
COc1cccc(CNC(=O)CN2C(=O)C3CCCN3C(=O)c3cc(F)ccc32)c1 (stereo not given)	-6	-9
C(=C(c1ccccc1)c1ccccc1)N1CCC1	-7	.
Cc1cc(NC2CCCCC2)nc(-c2ccccc2O)n1	2	-119
Cc1nnsc1C(=O)N1CCC(CNC(=O)NC(c2ccccc2)c2ccccc2)CC1	-5	7
CCN1C=C(C(=O)OC(C)C)C(C)=NS1(=O)=O	1	-18
Cc1onc(-c2ccccc2)c1C(=O)N1CCN(c2ccccc2)CC1	-2	3
Cc1c(NC(=O)Cc2c(C(=O)O)[nH]c3ccc(Cl)cc23)cccc1[N+](=O)[O-]	-3	6
CC(C1=C(O)CC(C)(C)CC1=O)C1C(=O)CC(C)(C)CC1=O (stereo not given)	.	-9
COc1ccc(C2CN(S(=O)(=O)c3cccc(C#N)c3)CCN2C)cc1 (stereo not given)	1	4
COc1cc(OC)c(/C=C2\NC(=O)N(CC(=O)Nc3ccc(C)cc3)C2=O)c(OC)c1	0	37
NC(N)=NS(=O)(=O)c1ccc(NC(=O)c2ccco2)cc1	-5	-3
Cc1ccc2c(Nc3cc(F)cc(F)c3)c(C(=O)N3CCOCC3)cnc2n1	0	-3
CC(Oc1ccccc1)C(=O)N1CCC(c2ccncc2)CC1 (stereo not given)	2	-5
Cc1oc(C2CCN(C(=O)Cc3cccs3)CC2)nc1C(=O)N1CCCCC1	1	10
CC(Sc1nc(N2CCOCC2)c2c(c1C#N)CCCC2)C(=O)O (stereo not given)	-1	-1
CC(C)CNc1cccc2c1S(=O)(=O)N(Cc1cn(Cc3ccccc3C(F)(F)F)nn1)Cc1ccccc1O2	-2	5
Cc1ccc(O)c(N=C2C(=O)Nc3ccccc32)c1	1	56*
Cc1c(C)c(C)c(CN2CCCC2)c(C)c1C	-5	.
COc1ccc(S(=O)(=O)NCC2CCCO2)c(Cl)c1Cl (stereo not given)	.	-12
O=C(CN1CCC2(CC1)N=C(c1ccc(Cl)cc1)C(=O)N2)Nc1ccccc1Cl	10	4
Cc1c(Cl)cccc1NC(=O)Cn1cc2c(n1)CCCCC2	-6	-2
CC(C)CN(CC(C)C)C1=CC(=O)OC12CCCCC2	-6	3
Cc1ccc2[nH]c(=O)c(-c3nc(-c4cccc(Br)c4)no3)c(O)c2c1	-3	-12
Cc1ccc([N+](=O)[O-])cc1NC(=O)c1cc(S(=O)(=O)N2CCOCC2)c(Cl)cc1Cl	-6	3

For reference, three of the compounds above:
molecule	Pf apPOL inh	mHTT-CaM PPI inh
CC(Sc1nc(N2CCOCC2)c2c(c1C#N)CCCC2)C(=O)O (stereo not given)	-1	-1
CC(C)CNc1cccc2c1S(=O)(=O)N(Cc1cn(Cc3ccccc3C(F)(F)F)nn1)Cc1ccccc1O2	-2	5
Cc1ccc(O)c(N=C2C(=O)Nc3ccccc32)c1	1	56*

Next part:
molecule	Pf apPOL inh	mHTT-CaM PPI inh
CCc1noc(-c2cccnc2N2CCCN(C(=O)c3ccc(C#N)cc3)CC2)n1	-1	2
COc1cc2c(cc1OC)C(C(=O)NCCN(C)C)C(c1ccccc1F)N(C)C2=O (stereo not given)	3	-6
Cc1ccc(-c2nc(C)cc(OCC(=O)N3CCCC3)n2)cc1	1	-7
CC(C)(C)NC(=O)c1nn2c(C(F)(F)F)cc(-c3cccs3)nc2c1Cl	1	3
